# Assay outcomes deposited in PubChem by The Scripps Research Institute Molecular Screening Center.
# ADAM17 inh = ADAM17 inhibitors, primary screen, biochemical, QFRET; AID 720648, 2013; recombinant ADAM17, EDANS/DABCYL FRET peptide cleavage; inhibition, % at 6.95 µM; hit rate 0.83% among 370,000; Disintegrin and metalloproteinase domain-containing protein 17 (Homo sapiens), P78536;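 active = inhibition above the mean of compounds lying between control limits plus 3 SD, set per campaign, cut at about 8.5% in these data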;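 note: 0% = DMSO-only wells as the low control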
# ASAP1 GAP inh = inhibitors of human ASAP1 ArfGAP activity, primary screen, biochemical, fluorescence polarization; Arf-GAP with SH3 domain, ANK repeat and PH domain-containing protein 1 (Homo sapiens), …; inhibition, % at 16.5 µM; ASAP1-stimulated ARF1 GTP hydrolysis, GDP FP detection; hit rate 0.19% among 360,000; in the data active = inhibition above about 25%;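 note: 0% = vehicle with enzyme and substrate and 100% = no enzyme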
# PLC-gamma1 inh = PLC-gamma1 enzyme inhibitors, primary screen, biochemical, fluorescence, purified enzyme | hit rate 0.84% among 370,000 | 1-phosphatidylinositol 4,5-bisphosphate phosphodiesterase gamma-1 (Homo sapiens), P19174 | fluorogenic substrate | inhibition, % at 12.2 µM; in the data active = inhibition above about 9.5%
# Target sequence (P19174 whole entry, looked up): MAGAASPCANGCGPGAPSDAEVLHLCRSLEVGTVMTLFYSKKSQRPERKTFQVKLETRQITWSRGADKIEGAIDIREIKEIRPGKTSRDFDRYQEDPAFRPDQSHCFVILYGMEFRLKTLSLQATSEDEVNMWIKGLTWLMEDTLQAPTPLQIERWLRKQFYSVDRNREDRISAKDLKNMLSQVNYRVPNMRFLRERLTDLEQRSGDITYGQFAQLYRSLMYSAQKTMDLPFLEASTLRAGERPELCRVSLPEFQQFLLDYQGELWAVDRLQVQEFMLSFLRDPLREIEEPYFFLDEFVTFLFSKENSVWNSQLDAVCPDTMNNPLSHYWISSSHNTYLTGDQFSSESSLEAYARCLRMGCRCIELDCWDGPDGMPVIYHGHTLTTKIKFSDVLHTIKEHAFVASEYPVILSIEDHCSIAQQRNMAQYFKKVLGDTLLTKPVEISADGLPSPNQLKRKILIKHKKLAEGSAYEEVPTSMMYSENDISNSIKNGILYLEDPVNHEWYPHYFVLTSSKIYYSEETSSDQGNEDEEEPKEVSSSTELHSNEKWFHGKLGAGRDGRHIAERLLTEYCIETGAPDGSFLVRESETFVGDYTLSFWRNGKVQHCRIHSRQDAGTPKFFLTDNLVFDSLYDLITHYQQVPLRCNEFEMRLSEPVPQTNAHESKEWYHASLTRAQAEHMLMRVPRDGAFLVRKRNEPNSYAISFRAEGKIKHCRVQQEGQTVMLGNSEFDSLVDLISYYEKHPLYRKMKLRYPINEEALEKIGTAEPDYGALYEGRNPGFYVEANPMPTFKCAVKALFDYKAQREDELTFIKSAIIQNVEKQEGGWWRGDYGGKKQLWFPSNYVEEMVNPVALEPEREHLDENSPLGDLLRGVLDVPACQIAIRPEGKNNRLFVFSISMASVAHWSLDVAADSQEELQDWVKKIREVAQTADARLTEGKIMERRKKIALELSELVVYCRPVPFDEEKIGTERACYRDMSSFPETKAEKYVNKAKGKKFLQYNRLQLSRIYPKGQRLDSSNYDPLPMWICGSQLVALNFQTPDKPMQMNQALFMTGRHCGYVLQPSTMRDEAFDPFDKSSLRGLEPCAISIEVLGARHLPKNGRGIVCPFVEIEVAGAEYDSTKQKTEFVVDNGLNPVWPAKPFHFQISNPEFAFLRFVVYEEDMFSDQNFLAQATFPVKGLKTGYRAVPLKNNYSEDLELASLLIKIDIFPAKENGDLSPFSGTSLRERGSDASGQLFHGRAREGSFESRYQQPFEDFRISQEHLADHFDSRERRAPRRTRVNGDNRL
# Tn6 DDE FP = inhibitors of Tn6 peptide binding to fibrin DD(E), primary screen, biochemical, fluorescence polarization, human fibrin, Tn6 probe; Fibrinogen beta chain (Homo sapiens), P02675; Fibrin DD(E) TRITC-Tn6 fluorescence polarization displacement; inhibition, % at 8.3 µM; hit rate 0.21% among 370,000; AID 720509, 2013;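 active = inhibition above a per-campaign cutoff: mean of compounds within control limits plus 3 SD, cut at about 15% in these data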;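 note: 0% = median of all compound wells on the plate and 100% = blocking peptide control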
# Tn7 DDE FP = inhibitors of Tn7 peptide binding to fibrin DD(E), primary screen, biochemical, fluorescence polarization, human fibrin, Tn7 probe | Fibrinogen beta chain (Homo sapiens), P02675 | hit rate 0.13% among 370,000 | FP displacement of FITC-Tn7 peptide from fibrin DD(E); 0% = median of compound wells per plate | inhibition, % at 8.3 µM;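 active = inhibition above the mean of compounds falling within the control limits plus 3 SD of them, cut at about 14% in these data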;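 note: 0% = plate median of compound wells and 100% = 10 µM Aha-Tn7 peptide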
#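 System: human fibrin DD(E); quantity: Fibrin-DD(E) at 2 µM final; also added: fluorescent Tn7 probe at 0.1 µM; compound dosing: single nominal test concentration of 8.3 µM per compound; schedule: 10 min preincubation, 3 h with tracer, room temperature; detection: fluorescence polarization of the labelled Tn7 tracer; repeats: one replicate per compound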
# UHRF1 MBD2 ctr = UHRF1 methylated DNA binding inhibitors, primary screen, counter-screen for MBD2 inhibitor project, biochemical, TR-FRET, human UHRF1, single concentration | UHRF1 binding to methylated oligo | E3 ubiquitin-protein ligase UHRF1 (Homo sapiens), Q96T88 | hit rate 0.75% among 370,000 | inhibition, % at 4.4 µM; in the data active = inhibition above about 21%;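 note: UHRF1 SRA domain binding a hemimethylated CpG hairpin DNA probe; 0% = median of test compound wells and 100% = reference inhibitor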
# MBD2 DNA inh = inhibitors of MBD2 binding to methylated DNA, primary screen, biochemical, TR-FRET, DNA-binding domain, human; AID 686964, 2013; Methyl-CpG-binding domain protein 2 (Homo sapiens), Q9UBB5; inhibition, % at 4.4 µM; hit rate 0.31% among 370,000; MBD2 binding to methylated oligonucleotide; in the data active = inhibition above about 13%
# ARFGAP1 inhibitor = inhibitors of rat ARFGAP1 GAP activity, primary screen, biochemical, fluorescence polarization, GDP tracer. ADP-ribosylation factor GTPase-activating protein 1 (Rattus norvegicus), Q62848. Arfgap1-stimulated ARF1 GTP hydrolysis, GDP FP detection. inhibition, % at 16.5 µM. hit rate 0.26% among 360,000;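 active = inhibition above a per-plate limit, mean inhibition of low control wells plus 3 SD, cut at about 25% in these data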;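 note: 0% = DMSO wells with enzyme and 100% = wells lacking Arfgap1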
#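 System: truncated rat Arfgap1 GAP domain / Benchmarks: high control wells lacking Arfgap1, low control full reaction with DMSO / Times: compound-enzyme preincubation 20 min, reaction 120 min, detection 60 min, 25 °C / Repeats: one replicate per compound / Also added: human ARF1(Δ1-17)-GTP substrate / Measured by: Tracer-displacement fluorescence polarization with EDTA stop, 620/688 nm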
# KLK7 zymogen act = proKLK7 zymogen activators, primary screen, biochemical, fluorescence intensity; Kallikrein-7 (Homo sapiens), P49862; purified proKLK7, EDANS-DABCYL substrate fluorescence; 100% is mature enzyme control, 0% vehicle; activation, % at 7 µM; hit rate 0.9% among 370,000; AID 652039, 2013;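 active = activation above the mean of all tested compounds plus 3 SD, computed per campaign excluding outliers beyond control limits, cut at about 13% in these data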
# PLCb3 inh = human PLC-beta3 inhibitors, primary screen, biochemical, fluorescence. Purified PLC-beta3, fluorogenic substrate. AID 720704, 2013. 1-phosphatidylinositol 4,5-bisphosphate phosphodiesterase beta-3 (Homo sapiens), Q01970. inhibition, % at 12.2 µM. hit rate 0.18% among 370,000; in the data active = inhibition above about 11%;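 note: 0% = median of compound wells on plate and 100% = full blocker control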
# Active calls of the source: *; x = no result given. The order is random, and some 4.1% of all compounds hit somewhere here.
No.	mol	ASAP1 GAP inh	KLK7 zymogen act	Tn6 DDE FP	UHRF1 MBD2 ctr	PLCb3 inh	MBD2 DNA inh	ADAM17 inh	ARFGAP1 inhibitor	PLC-gamma1 inh	Tn7 DDE FP
1	CC(NC(=O)C1CCN(C(=O)[C@@H]2Cc3ccccc3CN2)CC1)c1ccccc1 (stereo not given in full)	-10	0.4	2	1	-5	-3	-3	0	2	6
2	CSc1nsc(SCC(=O)NCc2ccc(C)cc2)n1	-4	0.0	1	3	-2	0	5	7	4	-13
3	CCOC(=O)N1CCN(C(=O)CSc2nnc(-c3c[nH]c4ccccc34)n2CCOC)CC1	-2	0.6	-1	8	5	4	-2	-1	4	3
4	COc1ccc(-c2cc3cc4c(cc3cn2)OCO4)cc1	0	0.2	2	0	-40	1	-7	-2	-28	6
5	COc1cc(CCC(=O)Nc2cc(S(=O)(=O)N3CCOCC3)ccc2OC(C)C)cc(OC)c1OC	6	-0.4	-1	1	3	-6	4	6	4	-5
6	COC(=O)C1=C(C)N(Cc2ccccc2)C(=NCCc2ccccn2)N[C@H]1c1cccc(F)c1	-15	0.3	6	6	-2	4	-3	8	-4	0
7	O=c1nc2s/c(=C\c3ccco3)c(=O)n2nc1Cc1ccc(F)cc1	-5	-0.6	4	0	2	4	-3	-2	1	4
8	OCCCc1cn(CC2CCCCC2)nn1	-8	-0.7	-1	-1	0	0	-2	-3	0	-2
9	Cc1ccc(C)c(S(=O)(=O)N2CCN(C(=O)c3cncc(Br)c3)CC2)c1	-2	-0.1	2	-2	-2	4	-1	3	2	6
10	O=C(Nc1ccc(S(=O)(=O)N2CCCC2)cc1)C1CC(=O)N(CCc2ccc(F)cc2)C1 (stereo not given)	-3	-0.2	-5	1	-9	1	0	11	-1	1
11	Cc1ccc2c(c1)[nH]c1c(=O)n(CCN3CCCCC3)cnc12	-1	-0.6	2	0	-4	1	-11	3	-3	7
12	COc1ccccc1/C=C/C(=O)OCC(=O)Nc1ccc(Cl)cn1	6	-1.4	-5	-4	-44	-2	-44	13	-23	-1
13	CCOc1ccc(Br)cc1S(=O)(=O)N1CCC(C(=O)O)CC1	5	-0.4	-3	3	-1	1	-5	7	-3	1
14	COc1cccc(C(=O)OCC(=O)c2ccc(Br)s2)c1	5	0.0	5	0	-5	-4	-3	-4	1	1
15	CCCCNC(=O)c1nc(-c2cnccn2)oc1-c1ccc(Cl)cc1	10	-12	8	0	-360	0	-150	-2	-285	0
16	C/C(CCc1ccccc1)=N/NC(=O)C(=O)NCc1ccccc1	-14	-0.2	-4	-1	1	-4	4	-3	4	-8
17	Cc1cc(NC(=O)CC#N)n(-c2ccccc2)n1	-5	0.3	11	0	-2	0	-2	9	1	10
18	COc1ccc(C2=NN(c3nc(-c4ccc(CNC(C)=O)cc4)cs3)C(c3ccco3)C2)cc1 (stereo not given)	-2	-0.3	2	0	-161	-1	-11	11	-111	-3
19	O=C(c1c(Cl)cccc1Cl)N1CCN(c2ncccn2)CC1	-8	0.5	1	-1	-9	1	-5	6	-4	-1
20	COC(=O)C1(C)NC(c2ccco2)C2C(=O)N(c3ccc(C)cc3)C(=O)C21 (stereo not given)	5	-0.6	-4	6	0	1	0	4	0	-5
21	CC1(C)CC(=O)N(CC(=O)N2CCN(Cc3ccc4c(c3)OCO4)CC2)c2ccccc2S1(=O)=O	x	0.6	-5	1	-1	2	-3	x	0	6
22	COc1ccccc1CNC(=O)C(=O)NCC1OCCN1S(=O)(=O)c1ccc(Br)cc1 (stereo not given)	-2	0.1	-3	-2	-1	4	-3	2	-4	4
23	CC(=O)O[C@]1(C(C)=O)CCC2C3C=C(C)C4=CC(=O)CC[C@]4(C)C3CC[C@@]21C (stereo not given in full)	7	0.3	-6	3	-6	6	-5	0	-1	-2
24	CCC(C)C(=O)Nc1nnc(CCc2ccccc2)s1 (stereo not given)	9	-0.6	2	5	4	-1	6	-4	7	-6
25	O=C(Nc1ccccc1)c1c2c(nc3ccccc13)CCCC2	-7	-0.1	-2	2	-8	0	-3	-5	0	-3

# In a second layout: entries from further up.
2: CSc1nsc(SCC(=O)NCc2ccc(C)cc2)n1
3: CCOC(=O)N1CCN(C(=O)CSc2nnc(-c3c[nH]c4ccccc34)n2CCOC)CC1
4: COc1ccc(-c2cc3cc4c(cc3cn2)OCO4)cc1
5: COc1cc(CCC(=O)Nc2cc(S(=O)(=O)N3CCOCC3)ccc2OC(C)C)cc(OC)c1OC
6: COC(=O)C1=C(C)N(Cc2ccccc2)C(=NCCc2ccccn2)N[C@H]1c1cccc(F)c1
7: O=c1nc2s/c(=C\c3ccco3)c(=O)n2nc1Cc1ccc(F)cc1

Compound	2	3	4	5	6	7
ASAP1 GAP inh	-4	-2	0	6	-15	-5
KLK7 zymogen act	0.0	0.6	0.2	-0.4	0.3	-0.6
Tn6 DDE FP	1	-1	2	-1	6	4
UHRF1 MBD2 ctr	3	8	0	1	6	0
PLCb3 inh	-2	5	-40	3	-2	2
MBD2 DNA inh	0	4	1	-6	4	4
ADAM17 inh	5	-2	-7	4	-3	-3
ARFGAP1 inhibitor	7	-1	-2	6	8	-2
PLC-gamma1 inh	4	4	-28	4	-4	1
Tn7 DDE FP	-13	3	6	-5	0	4

# New compounds follow.
No.	mol	ASAP1 GAP inh	KLK7 zymogen act	Tn6 DDE FP	UHRF1 MBD2 ctr	PLCb3 inh	MBD2 DNA inh	ADAM17 inh	ARFGAP1 inhibitor	PLC-gamma1 inh	Tn7 DDE FP
26	O=C(COC(=O)CCc1c[nH]c2ccccc12)Nc1cc([N+](=O)[O-])ccc1Cl	5	-0.7	4	0	-6	0	-1	11	-3	4
27	O=C(O)C1CCCN1S(=O)(=O)c1ccc2[nH]c(=O)c(=O)[nH]c2c1 (stereo not given)	-8	-2.3	-3	-1	-11	3	-14	8	-4	-2
28	CC(=O)Nc1ccc(S(=O)(=O)Oc2ccc(/C=C3\SC(N)=NC3=O)cc2)cc1	4	2.4	-1	-1	-3	-1	-4	15	-2	2
29	CCCc1nc(SCC(=O)c2ccccc2)c2c(=O)n(C)c(=O)n(C)c2n1	-19	0.0	5	-2	4	-2	5	0	1	2
30	COc1ccc(C(=O)NC2CC2)cc1OC1CCN(Cc2ccc(F)cc2)CC1	-6	-0.5	-6	4	-1	2	4	-4	3	-2
31	CCOC(=O)C(CCCCCCC(NC(C)=O)(C(=O)OCC)C(=O)OCC)(NC(C)=O)C(=O)OCC	1	-0.5	-11	4	-7	7	-7	7	-2	-2
32	COc1ccc(OC)c(S(=O)(=O)NC(=O)C2(C)CCN2C(=O)Cc2ccccc2)c1 (stereo not given)	-3	-0.9	2	-3	0	2	-4	-6	-2	5
33	COc1ccc(CNC(=O)c2ccc(NS(=O)(=O)c3ccc4[nH]c(=O)[nH]c4c3)cc2)cc1OC	-4	0.1	7	-3	-6	0	0	-3	0	-2
34	CCn1cc(CNC(=O)CCc2nnc(CCC3CCCCC3)o2)cn1	-3	0.3	2	3	2	-4	0	0	1	-3
35	O=C(Nc1ccccc1Cl)C1CC(=O)N(Cc2ccco2)C1 (stereo not given)	-16	-0.1	-6	1	-9	4	-13	-1	-2	3
36	O=C(NCCc1c[nH]c2ccccc12)c1ccc2nc[nH]c2c1	-2	-0.1	3	1	-5	-6	-4	2	1	-1
37	CCN(CC)CCC(=O)N1c2ccccc2CCc2ccc(NC(=O)OC)cc21	-12	-0.4	0	0	-10	-4	0	4	0	-4
38	Cc1ccc(S(=O)(=O)/N=C2\C=C(Nc3cccc(C(=O)O)c3)C(=O)c3ccccc32)c(C)c1	19	1.0	-2	2	-2	-2	-3	2	6	3
39	O=C(Cc1cccc(C(F)(F)F)c1)NCc1ccc(Cl)cc1Cl	-7	-0.6	1	1	2	-7	7	1	9	4
40	C/C(=N\NC(=O)CCCNc1ccccc1)c1ccncc1	1	-0.3	4	1	-3	-1	1	7	3	-1
41	CSCCC(NC(=O)c1ccc(Cl)cc1Cl)C(=O)OCC(N)=O (stereo not given)	2	0.3	0	-2	-3	1	1	-12	-1	8
42	O=C(CCCN=C1NS(=O)(=O)c2ccccc21)OCC(=O)c1ccccc1	-11	-0.3	-4	-3	-4	1	1	-2	-3	1
43	CCCCN1C(=O)C(CC(=O)NCc2cccs2)CC(C(=O)N(C)C)=C1C (stereo not given)	-21	0.1	1	-3	-2	3	-2	-10	3	5
44	COCCN(C(=O)COC(=O)c1ccccc1Nc1ccccc1)c1c(N)n(Cc2ccccc2)c(=O)[nH]c1=O	-7	-1.9	-2	20	-159	6	-11	0	-175	-8
45	Cc1cccc(NS(=O)(=O)c2cc(OCC(N)=O)c(C)cc2Cl)c1	2	0.6	2	1	4	-5	1	-5	3	-2
46	Cc1ccccc1-c1nc(CS(=O)(=O)CC(=O)NCCCN2CC(C)CC(C)C2)c(C)o1 (stereo not given)	-8	-0.3	-4	2	-13	3	-1	4	-1	-9
47	CC1(C(=O)NS(=O)(=O)c2cccs2)CCN1C(=O)c1ccccc1CCc1ccccc1 (stereo not given)	1	-0.7	5	7	8	2	2	12	1	-2
48	CCC(C)(C(=O)NC1CCCC1)N(C)C(=O)c1ccccn1 (stereo not given)	-3	-0.7	0	4	-10	2	-1	5	-1	3
49	CCCc1cc(=O)[nH]c(SCc2ccc(F)cc2)n1	-1	-0.1	5	-3	-15	-1	-2	-4	-4	4
50	O=C(N/N=C/c1cccc(F)c1)c1csc2c1CCCC2	3	0.2	-5	-4	0	-2	2	-10	0	4
51	O=C(CCC(=O)Nc1ccccc1Cl)NN=C1CCCC1	7	0.2	-7	-1	-1	5	0	-5	2	3
52	O=C(CCC1CCN(C(=O)C2CC=CCC2)CC1)Nc1ccccc1 (stereo not given)	4	-0.9	3	1	3	-11	0	1	1	2
53	CC(=O)c1c(C)[nH]c(C(=O)OCC(=O)N2c3ccccc3NC(=O)C2(C)C)c1C	-5	0.1	0	2	3	1	-2	-1	-1	4
54	O=C(COC(=O)/C=C/c1cccc(Cl)c1)NCc1cccs1	-6	-0.2	1	-1	-5	-2	0	-3	-3	-3
